Screening data from PubChem.
RXFP1 antagonist: blocks the human relaxin receptor RXFP1. Q9HBX9. HEK293-RXFP1, relaxin-stimulated cAMP HTRF, 30 min; hits give low values. activity change, negative = inhibition, % at 57.5 µM. 350,000 compounds, 0.59% hits. AID 1259400;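 active means activity change of -60% or lower, but not beyond a set lower limit; inconclusive means change between -60% and -40%, or beyond the set limit; inactive means change above -40%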; further: on the % scale 0 is the no-effect control and ±100 the full control effect
D1 antagonist: human D1 dopamine receptor antagonism; P21728; HEK293 TREx D1 cells, calcium flux, dopamine EC80; hits give low values; 360,000 compounds, 3.2% hits; activity change, negative = inhibition, % at 10 µM; in the data active means activity change below about -30%; further: on the % scale 0 is the no-effect control and ±100 the full control effect
Target sequence (P21728 whole entry, looked up): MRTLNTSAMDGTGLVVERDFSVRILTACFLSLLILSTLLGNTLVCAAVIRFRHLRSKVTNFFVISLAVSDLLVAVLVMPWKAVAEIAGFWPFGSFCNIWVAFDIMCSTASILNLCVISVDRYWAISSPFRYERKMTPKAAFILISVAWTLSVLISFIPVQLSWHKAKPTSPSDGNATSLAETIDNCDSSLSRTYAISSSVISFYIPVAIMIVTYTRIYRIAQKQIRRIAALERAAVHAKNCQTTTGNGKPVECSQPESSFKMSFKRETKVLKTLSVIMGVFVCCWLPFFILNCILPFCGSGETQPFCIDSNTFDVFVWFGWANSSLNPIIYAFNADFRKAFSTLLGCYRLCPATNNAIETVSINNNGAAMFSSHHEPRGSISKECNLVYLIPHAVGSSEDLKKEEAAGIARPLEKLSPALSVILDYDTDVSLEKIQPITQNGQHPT
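Calcium flux readout: force-coupled, inducible Hek293 Trex D1 line, cells induced overnight at 30 C with tetracycline, dye-loaded 30–90 min at RT. Antagonism scored against EC80 dopamine challenge given 180 s after compound.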
D1 agonist: activates the human D1 dopamine receptor | activation, % at 2 µM | HEK293 T-REx D1 cells, calcium flux, agonist mode | 360,000 compounds, 1% hits | AID 504660 | P21728; further: 0% is about no effect
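Tetracycline-induced HEK293 TREx D1 cells, force-coupled to calcium signalling, were dye-loaded with a no-wash calcium kit. Compound was pin-added after a 10 s baseline. Fluorescence was read kinetically at 1 cycle/s for 180 s, with calcium rises flagged as agonism.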
D2 antag: D2 dopamine receptor (human) antagonism; inhibition, % at 10 µM; HEK293 TREx D2 cells, calcium flux, dopamine EC80; P14416; 340,000 compounds, 2% hits; in the data active means inhibition above about 30%; further: 0% is about no effect
Target sequence (P14416 whole entry, looked up): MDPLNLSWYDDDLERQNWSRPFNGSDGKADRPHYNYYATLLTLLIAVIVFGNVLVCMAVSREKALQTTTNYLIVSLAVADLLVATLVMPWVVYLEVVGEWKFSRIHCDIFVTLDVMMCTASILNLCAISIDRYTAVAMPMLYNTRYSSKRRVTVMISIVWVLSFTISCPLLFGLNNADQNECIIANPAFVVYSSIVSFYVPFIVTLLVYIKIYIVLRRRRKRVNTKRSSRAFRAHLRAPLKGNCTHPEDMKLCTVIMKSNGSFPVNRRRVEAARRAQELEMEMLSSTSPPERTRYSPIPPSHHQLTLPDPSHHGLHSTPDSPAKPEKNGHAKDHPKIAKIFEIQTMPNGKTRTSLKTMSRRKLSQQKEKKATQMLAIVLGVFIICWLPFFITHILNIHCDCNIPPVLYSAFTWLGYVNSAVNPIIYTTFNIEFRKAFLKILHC
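HEK293 T-REx D2 cells, tet-induced, calcium dye no-wash. Cpd pintool add, 180 s kinetic, then EC80 DA, 180 s kinetic. Ca flux read.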
D2 PAM: positively modulates the human D2 dopamine receptor allosterically; P14416; HEK293 T-REx D2, calcium flux, EC20 dopamine potentiation; potentiation, % at 10 µM; 340,000 compounds, 0.34% hits; AID 485347;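 active means potentiation over 3 SD above the plate norm, cut at about 30% in these data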; further: 0% is about no effect
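Tetracycline-induced HEK293 T-REx cells force-coupled to calcium signalling expressed D2; compounds were pin-added after a 10 s baseline, read kinetically 180 s, then an EC20 dopamine challenge followed with a further 180 s calcium read.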
TRHR agonist: agonists of human TRH receptor; activation, % at 2 µM; 360,000 compounds, 0.18% hits; AID 493084; TRHR cells, calcium flux fluo-8, FDSS agonist mode; P34981; further: 0% is about no effect
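TRHR-expressing cells loaded with fluo-8 calcium dye; 23 nL library compound pin-transferred, kinetic FDSS fluorescence (Ex 480/Em 530) recorded about 180 s for agonist-induced calcium release, before a 10 nM TRH EC20 addition for potentiator mode.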
D1 potentiator: potentiators of human D1 dopamine receptor; P21728; HEK293 TREx D1 cells, calcium flux, dopamine EC20 potentiation; potentiation, % at 10 µM; 360,000 compounds, 0.036% hits; AID 504651; in the data active means potentiation above about 30%; further: 0% is about no effect
TRHR enhancer: allosterically enhances the human TRH receptor; P34981; TRHR cells, fluo-8 calcium fluorescence, EC20 TRH enhancement; enhancement, % at 2 µM; 360,000 compounds, 0.66% hits; AID 493056; in the data active means enhancement above about 30%; further: 0% is about no effect
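Enhancer read-out: after compound pinning and an initial kinetic agonist-mode read, an EC20 of TRH (10 nM final) was injected and fluo-8 calcium signal (Ex 480/Em 530) followed at 1 s/cycle for 100 cycles in TRHR-expressing cells.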
D2 agonist: agonists of human D2 dopamine receptor; P14416; HEK293 T-REx D2 cells, calcium flux agonist mode; activation, % at 2 µM; 340,000 compounds, 0.53% hits; AID 485358;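 active means activation over 3 SD above normal in the single-dose calcium agonist read, cut at about 30% in these data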; further: 0% is about no effect
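Agonism scored from kinetic calcium signal (1 read/sec, 180 s) following compound pin transfer, after a 10 s baseline. Cells: HEK293 Trex line expressing inducible D2 receptor coupled to calcium, dye-loaded after overnight culture at 30 C.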
An asterisk follows results filed as active; ? = inconclusive; / = not tested or not shown. Unless noted, no stated cut-off is given here; in the data, active means activation above about 30%; inactive means the rest.

SMILES | RXFP1 antagonist | D1 antagonist | D1 agonist | D2 antag | D2 PAM | TRHR agonist | D1 potentiator | TRHR enhancer | D2 agonist
O=C(Cn1c(=O)sc2ccccc21)Nc1ccc(S(=O)(=O)N2CCCCC2)cc1 | -6.7 | 24.5 | 2.2 | / | / | 1.2 | 7.5 | 1.9 | /
CN(C)/C(=N\S(=O)(=O)c1ccccc1)c1ccc(F)cc1 | 1.4 | -0.1 | 2.6 | 12.0 | -7.1 | 1.8 | -8.1 | -1.4 | 0.3
COc1ccc(-c2nn(-c3ccccc3)cc2/C=C/C(=O)OCC(=O)Nc2ccc(C#N)cc2)cc1 | / | -25.0 | 4.4 | 24.6 | 3.8 | 0.3 | -12.9 | 15.3 | 0.6
C/C(=N\NC(=O)c1c(Br)c(C)nn1C)c1ccc(NC(=O)c2ccoc2C)cc1 | 8.1 | 10.5 | 0.5 | 5.5 | 2.8 | 0.2 | -3.9 | -6.4 | -5.0
Cc1cc2ccccc2c(=O)n1CC(=O)NCc1ccco1 | 1.3 | 0.3 | 0.3 | 0.4 | 18.6 | 0.1 | 3.8 | 14.7 | 0.8
O=C(Nc1ccc2[nH]c(=O)[nH]c2c1)Nc1ccc(F)cc1F | -5.5 | -11.2 | -0.1 | 27.9 | 7.3 | 1.4 | -3.1 | 4.1 | 0.6
Cc1ccc(-n2cc3c(-c4cccc(Br)c4)nnc(C)c3n2)cc1 | -12.0 | -25.2 | 2.0 | -10.1 | -6.4 | -0.1 | -5.3 | 3.6 | -0.4
O=C(Nc1nc(-c2ccccc2)cs1)c1cccnc1 | -14.0 | -10.0 | -1.0 | 9.5 | -20.6 | -0.1 | 3.0 | 2.5 | 0.3
COc1ccc(CN(C)C(=O)Cc2c[nH]c3ccccc23)c(OC)c1OC | -12.7 | -15.7 | 2.8 | -2.6 | -3.1 | -0.3 | 1.8 | 20.3 | 0.1
Cc1ccc(-c2nc3ccsc3c(=O)o2)cc1 | 13.3 | -87.1* | -0.8 | 10.8 | 0.7 | 0.3 | -0.3 | 12.7 | 1.7
COc1cccc(C(=O)N=c2sc3c(C)ccc(OC)c3n2C)c1 | 7.2 | -3.5 | -0.7 | -12.7 | 1.0 | 0.8 | 3.4 | -5.7 | 1.1
CC(C)(C)c1ccc(S(=O)(=O)N2CCC(O)(c3ccc(Cl)cc3)CC2)cc1 | -29.5 | -26.6 | 7.7 | 17.6 | 3.9 | 1.4 | 4.7 | 5.5 | 1.1
Cc1c(C(=O)Nc2ccccc2)sc2nc[nH]c(=O)c12 | 4.6 | -32.9* | -1.1 | -4.2 | 6.3 | 1.2 | -8.8 | -7.5 | 0.1
CC(C)(C)N1C(=O)c2ccccc2NC(=O)N1Cc1ccc(Br)cc1 | -8.5 | 9.6 | 0.0 | -2.5 | -2.7 | 0.5 | 1.8 | 2.2 | -0.2
COC(=O)Cn1ccc(N(C)C)c(C#N)c1=O | 10.8 | -5.7 | 2.1 | -6.5 | -4.8 | 0.5 | -8.2 | 6.9 | 0.8
Cc1cc(Cl)ccc1OCC(=O)Nc1cccc(S(=O)(=O)N2CCCC2)c1 | 1.7 | -9.5 | 5.6 | 11.4 | -4.8 | 0.2 | -5.4 | -1.0 | -0.3
O=C(O)c1cc(S(=O)(=O)N2CCCCCC2)ccc1Cl | 1.6 | -9.3 | 1.2 | -8.1 | 3.9 | 0.3 | -0.2 | 2.3 | 1.1
CCCCN(C(=O)c1cc(=O)[nH]c2ccccc12)c1c(N)n(CCC)c(=O)[nH]c1=O | -1.3 | -2.0 | 2.5 | -5.9 | 3.6 | 0.6 | -3.6 | -1.1 | -0.7
Nc1nc(NCCO)nc(NCC2CCCO2)c1[N+](=O)[O-] (stereo not drawn) | -11.6 | 2.9 | 1.4 | -1.3 | 3.0 | 0.5 | -3.9 | -4.9 | 0.7
CC(C)c1nn2c(=O)cc(COC(=O)COc3ccccc3F)nc2s1 | / | -14.0 | 2.9 | / | -2.6 | 0.3 | 1.9 | -1.3 | 0.0
CCCOc1ccc(C(=O)Nc2ccc(NC(=O)c3ccccc3)c(C)c2)cc1 | -5.7 | -25.2 | -0.9 | / | -0.6 | -1.3 | -3.0 | -3.0 | -0.2
C/C(N)=C(/C#N)C(=O)COC(=O)CCSc1ccccc1Cl | 13.0 | -4.4 | 19.9 | -10.0 | 7.1 | -1.0 | -4.0 | 3.5 | 0.6
COc1cccc(C(=O)N/N=C/c2cn[nH]c2-c2ccc(OC)cc2OC)c1 | -3.5 | -6.3 | 0.7 | 8.1 | -10.6 | 0.1 | 2.3 | -6.9 | 0.1
O=C(NCc1ccccc1)c1cc(S(=O)(=O)N2CCC3(CC2)OCCO3)ccc1F | -27.8 | 15.0 | -0.4 | -0.7 | 3.7 | -0.4 | -1.2 | 6.1 | -0.8
Fc1ccc(-c2ccc(CNCc3ccccn3)o2)cc1 | -7.8 | 4.1 | 0.5 | / | -23.6 | 0.4 | -1.5 | -6.5 | /

Gathered by group: the entries above with bromine
SMILES | RXFP1 antagonist | D1 antagonist | D1 agonist | D2 antag | D2 PAM | TRHR agonist | D1 potentiator | TRHR enhancer | D2 agonist
C/C(=N\NC(=O)c1c(Br)c(C)nn1C)c1ccc(NC(=O)c2ccoc2C)cc1 | 8.1 | 10.5 | 0.5 | 5.5 | 2.8 | 0.2 | -3.9 | -6.4 | -5.0
Cc1ccc(-n2cc3c(-c4cccc(Br)c4)nnc(C)c3n2)cc1 | -12.0 | -25.2 | 2.0 | -10.1 | -6.4 | -0.1 | -5.3 | 3.6 | -0.4
CC(C)(C)N1C(=O)c2ccccc2NC(=O)N1Cc1ccc(Br)cc1 | -8.5 | 9.6 | 0.0 | -2.5 | -2.7 | 0.5 | 1.8 | 2.2 | -0.2

Full records, quoted from the list. Values in the order: RXFP1 antagonist, D1 antagonist, D1 agonist, D2 antag, D2 PAM, TRHR agonist, D1 potentiator, TRHR enhancer, D2 agonist
`Cc1ccc(-c2nc3ccsc3c(=O)o2)cc1` is listed with 13.3, -87.1*, -0.8, 10.8, 0.7, 0.3, -0.3, 12.7, 1.7
`Cc1c(C(=O)Nc2ccccc2)sc2nc[nH]c(=O)c12` is listed with 4.6, -32.9*, -1.1, -4.2, 6.3, 1.2, -8.8, -7.5, 0.1

(next part)
SMILES | RXFP1 antagonist | D1 antagonist | D1 agonist | D2 antag | D2 PAM | TRHR agonist | D1 potentiator | TRHR enhancer | D2 agonist
Cn1cccc1-c1cc(C(=O)N/N=C/c2ccc([N+](=O)[O-])cc2)[nH]n1 | -13.0 | 11.3 | -0.9 | 9.9 | -6.2 | -0.1 | 0.8 | 21.1 | 0.4
O=C(NN=C1CCCCCC1)c1ccncc1 | -0.2 | 15.1 | 3.1 | -9.4 | 1.5 | 0.1 | -2.4 | -0.4 | -0.3
Cn1nc(C(=O)OCC(=O)NC2CCS(=O)(=O)C2)c2ccccc2c1=O (stereo not drawn) | -16.6 | 21.3 | -3.1 | -10.1 | 5.6 | 0.6 | -1.5 | -1.5 | -0.4
CC(=O)c1cc(-c2ccccc2)n(CCC(=O)NC2CCCCCCC2)c1C | 10.1 | 8.0 | -0.1 | -12.4 | -14.3 | -1.0 | -0.8 | -0.5 | -0.8
CCCn1nc(NC(=O)c2cccs2)c2cc3ccccc3nc21 | 9.3 | 18.8 | 3.5 | -14.7 | 19.0 | 0.5 | -3.8 | -1.0 | 0.5
CN(/C=C/C(=O)C(F)(F)C(F)(F)F)Cc1ccccc1 | -2.9 | 3.0 | 2.1 | / | / | 0.1 | -4.6 | 3.1 | /
CCC(=O)N1CCc2cc(S(=O)(=O)NC(Cc3ccccc3)C(=O)NCc3ccccc3)ccc21 (stereo not drawn) | -17.7 | -62.0* | 0.4 | / | -1.1 | -1.2 | 1.4 | 9.4 | -0.1
COc1ccc(C(=O)N/N=C/c2ccccc2C(=O)O)cc1OC | 0.4 | 11.4 | 0.3 | -4.5 | -11.1 | 0.1 | -0.1 | -6.5 | 0.6
COC(=O)c1ccc(/C=N/NS(=O)(=O)c2cc(C)ccc2C)cc1 | / | 6.0 | 1.8 | -4.2 | -3.2 | -0.7 | -9.9 | 6.2 | -1.3
COc1ccc(CN2CCC(N(CCc3ccccc3)Cc3ccccc3)CC2)c(OC)c1 | ? | -1.5 | 9.3 | 34.9* | -31.9 | -0.4 | -3.3 | 0.7 | -1.1
COc1ccc(OC)c(S(=O)(=O)N2CCCC2C(=O)NC(C)c2ccccc2)c1 (stereo not drawn) | -4.2 | -11.1 | -1.0 | 8.5 | 4.9 | -0.4 | 5.2 | 7.7 | 0.7
CCc1nc2nc(C)c(NS(=O)(=O)c3ccc(Cl)s3)c(=O)n2[nH]1 | 0.4 | -1.4 | -1.4 | -14.0 | -18.7 | 0.8 | 0.7 | -0.3 | -0.4
O=C(Nc1nncs1)C1c2ccccc2Oc2ccccc21 | 10.3 | 3.6 | 19.4 | 26.0 | 3.0 | 0.3 | -5.2 | -3.3 | -0.3
COCCNC(=S)NCc1cccs1 | 0.4 | 6.6 | 0.0 | 7.4 | 10.4 | 0.0 | -5.8 | 26.6 | -0.1
O=C(CCc1cn(Cc2ccc(F)cc2)c2ccccc12)NC1CCCCC1 | 3.1 | -2.1 | 4.9 | / | 2.7 | -0.3 | -5.2 | -2.5 | -0.5
O=Cc1c(NC2CCCCC2)c2ccccc2[nH]c1=O | -27.0 | -0.3 | 5.5 | -2.4 | 9.7 | -0.2 | 0.4 | -1.6 | 0.1
COc1ccc(-c2nc(SCCOc3ccccc3Cl)n3[nH]c(=O)cc3n2)cc1 | -7.9 | -16.8 | 1.7 | / | / | 0.2 | -1.8 | -7.9 | 0.4
O=C1SCCC1NS(=O)(=O)c1ccc([N+](=O)[O-])cc1 (stereo not drawn) | 3.5 | -12.7 | 4.7 | -5.3 | -2.9 | -0.7 | -6.8 | -1.9 | -1.4
Cc1ccc(S(=O)(=O)Nc2cccc(NC(=O)CN3CCCCC3)c2)cc1 | -0.8 | -4.2 | 8.6 | 28.4 | -5.8 | -0.5 | -4.0 | -2.6 | -0.1
COc1ccc(/C=N/n2cnnc2SCc2ccccc2)cc1 | -23.6 | -1.2 | 0.4 | 8.3 | -4.3 | -0.3 | -2.2 | 5.2 | 0.1
CCc1ccc(-c2cc(C(=O)O)c3ccccc3n2)s1 | -1.2 | -17.2 | 5.6 | 1.7 | 2.0 | -0.4 | -1.6 | 13.6 | -0.1
CCOC(=O)CCNC(C)C1COc2ccccc2O1 (stereo not drawn) | 6.8 | -10.5 | 2.7 | / | -3.6 | 0.0 | -3.9 | 1.0 | /
CCCCNS(=O)(=O)c1ccc2nc(SCC(=O)Nc3cccc(F)c3)[nH]c2c1 | -10.0 | -4.5 | 4.7 | -10.0 | 1.5 | 0.6 | -8.0 | 19.2 | 0.4
Cc1cccc(CNC(=O)Cn2c(-c3cccs3)cc3ccccc32)c1 | -10.1 | 5.9 | -0.6 | / | 2.9 | -1.0 | 0.8 | -0.3 | -0.2
Cc1ccccc1NC(=O)C1C2CCC(O2)C1C(=O)O (stereo not drawn) | -10.6 | -8.6 | 3.6 | 28.7 | 1.6 | 0.3 | -6.0 | 0.5 | 0.5
Cc1ccc(CNC(=O)Nc2cc(C(=O)NCc3cccc(F)c3)ccc2N2CCCC2)cc1 | 0.8 | -14.8 | 2.9 | / | 9.9 | -1.2 | 0.1 | 9.7 | -2.1
